# AID inh – Primary qHTS assay for inhibitors of Activation Induced Cytidine Deaminase (AID): AID signal. Potency, µM (titrated, usually from 115 µM), for the others: top-dose activity change, negative = inhibition, most hits filed as inhibitors. AID deamination FRET fluorescence, UDG-coupled, 4 h. 91,000 tested, 0.32% active; note: nearly all actives have a fitted effect of over 25% in size
# Target sequence (Q9GZX7 whole entry, looked up): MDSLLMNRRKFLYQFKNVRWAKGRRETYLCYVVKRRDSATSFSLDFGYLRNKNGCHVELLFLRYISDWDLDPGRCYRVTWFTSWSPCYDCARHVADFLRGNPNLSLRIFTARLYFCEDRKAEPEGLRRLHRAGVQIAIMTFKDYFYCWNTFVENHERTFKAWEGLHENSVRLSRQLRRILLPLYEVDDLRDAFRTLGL
# UDG counterscr – Primary qHTS assay for inhibitors of Activation Induced Cytidine Deaminase (AID): UDG Counterscreen signal. FRET deamination/UDG coupled assay, UDG read, 4 h. Potency, µM (doses to about 115 µM), for the others: top-dose activity change, negative = inhibition, usual class: inhibitors. 91,000 tested, 0.14% active. AID 1347430, 2020; note: nearly all actives have a fitted effect of over 65% in size
# Numbers without * were called inactive; ? = inconclusive; [ ] = another dose, or the depositor's remark. Calls come from the whole dose curve; as a rule, active = well fitted curve in the direction sought with a large enough effect; inconclusive = small, poorly fitted or top-dose-only effect, or another doubt; inactive = no such curve, though single readings can be large; an effect the other way counts as inactive or inconclusive. % is set by controls: 0 for no effect and ±100 for the full control effect; potency is the fitted concentration of half-maximal effect. Some of the compounds tested. The share of hits here may be higher or lower than overall.
# The line under a structure holds: AID inh	UDG counterscr
CC(C)(C)SCC(=O)NN=C(c1ccccc1)c1ccccc1
 : -7.1%	-0.2%
CN(C)C(=O)C1CC1c1cccc(Br)c1 (stereo not drawn)
 : -6.6%	-8.6%
Cc1cc(NC(=O)c2cc(-c3ccc(Cl)c(Cl)c3)on2)n(-c2ccccc2)n1
 : 15.7%[57.5 µM]	-15.5%[57.5 µM]
Cc1ccc(CNC(=O)c2ccc3c(c2)N(Cc2ccccc2F)C(=O)c2ccccc2S3(=O)=O)cc1
 : -4.6%	-12.4%
O=C(CN1CCCC1)N1CCN(S(=O)(=O)c2cccc(F)c2)CC1
 : 3.1%	-2.8%
Cc1ccc(CCC(=O)NCc2ccccn2)cc1
 : 7.1%	5.1%
CC(C)C(NC(=O)c1cccs1)c1ccc2c(c1)OCCCO2 (stereo not drawn)
 : -11.3%	-6.6%
Cn1c(SCC(=O)Nc2nc3ccccc3s2)ncc(C(=O)Nc2ccc(Cl)cc2)c1=O
 : 8.8%	0.8%
O=C(CCSCc1ccccc1Cl)N1CCN(c2cccc(Cl)c2)CC1
 : ?	-17.4%
COc1ccc(CCNC(=O)c2c(C)oc3ncn(CC(C)C)c(=O)c23)c(OC)c1
 : -11.7%	?

# New compounds follow
# The line under a structure holds: AID inh	UDG counterscr
COc1ccccc1OCc1nc(-c2cccc(C)c2)no1
 : -19.2%[57.5 µM]	-6.7%[57.5 µM]
Cc1ccc(/C=N/NC(=O)c2ccccc2)cc1
 : 5.2%	1.2%
Cc1cc2c(cc1C)CSC(c1ccc(N(C)C)cc1)SC2
 : 1.6%	-4.4%
O=C(NC1CC1)C1CCN(Cc2nnc(-c3ccccc3)o2)CC1
 : -15.6%	-6.5%
Cn1c(=O)c2c(nc(NCc3ccco3)n2Cc2ccc(Cl)cc2Cl)n(C)c1=O
 : 2.3%	4.6%
Nc1c(Br)cc2oc(-c3cccc4ccccc34)nc2c1Br
 : -4.3%	2.2%
CCn1c(SCC(=O)Nc2ccc(C(C)=O)cc2)nc2nc3c(cc2c1=O)COC(C)(C)C3
 : 10.8%	6.1%
CC(C)C(NC(=O)c1cccc(NC(N)=O)c1)c1ccc(Cl)cc1 (stereo not drawn)
 : -8.0%	-8.9%
CCOC(=O)C(C(=O)OCC)=C(C(=O)OCC)C(=O)OCC
 : -7.1%	-5.5%
CCN1C(C(=O)c2ccccc2)=C(OC(=O)c2ccc(OC)cc2)c2ccccc2S1(=O)=O
 : -5.0%	1.2%

# Next compounds follow:
# The line under a structure holds: AID inh	UDG counterscr
Cn1cnc2c1c(=O)n(CC(=O)NCc1ccccc1F)c(=O)n2C
 : -11.1%	-7.6%
COc1ccccc1Cn1c(CNS(=O)(=O)c2ccc(C(C)C)cc2)nc2cccnc21
 : 11.2%	5.5%
CS(=O)(=O)Nc1ccccc1NC(=O)Cc1ccc2c(c1)CCC2
 : 0.1%	-9.8%
CCOc1ccccc1NC(=O)CSc1ncc2c(n1)-c1ccccc1N(CC)S2(=O)=O
 : -2.5%	?
COCCNC(=O)Cn1c(=O)n(CCCCCC(=O)NCc2ccccc2Cl)c(=O)c2sccc21
 : ?	-20.4%
CCOc1ccc(CNC(=O)Nc2ccc3c(c2)N(C)C(=O)c2ccccc2S3)cc1
 : -1.5%	-0.1%[57.5 µM]
Cc1ccc(-c2cn3nc(N4CCCC(C(=O)NCc5ccccc5F)C4)sc3n2)cc1 (stereo not drawn)
 : 5.2%	-4.1%
COCCCn1cnnc1SCC(=O)c1c[nH]c2ccccc12
 : 6.1%	-4.2%
O=S(=O)(NC(c1ccccc1)c1ccccc1)c1cccs1
 : 0.7%	14.3%
Cc1c(CC(=O)N2CCCCC2)c(=O)oc2c(C)c(O)ccc12
 : 26.5%	19.3%

# Reformatted: 2 of the compounds above
> COc1ccccc1Cn1c(CNS(=O)(=O)c2ccc(C(C)C)cc2)nc2cccnc21
  AID inh: 11.2%
  UDG counterscr: 5.5%

> CS(=O)(=O)Nc1ccccc1NC(=O)Cc1ccc2c(c1)CCC2
  AID inh: 0.1%
  UDG counterscr: -9.8%

# Further results.
# The line under a structure holds: AID inh	UDG counterscr
CCCCCn1nc(C(=O)Nc2nccs2)c2ccccc2c1=O
 : -3.3%	-2.8%
CC(C)CNCc1ccc(-c2ccccc2)o1
 : -6.7%	-1.6%
Cc1n[nH]c(C)c1S(=O)(=O)N1CCN(C)CC1
 : 4.3%	10.3%
Cc1ccc(C(=O)N2c3nc(-c4ccco4)nn3C3(CCCCC3)[C@@H]3CCCC[C@@H]32)cc1
 : -18.8%	-1.4%[57.5 µM]
COc1ccc(Br)cc1COc1ccc(C(C)=O)cc1OC
 : -4.8%	-1.2%
COc1cc(-c2noc(C3CC(=O)N(c4cc(C)ccc4C)C3)n2)cc(OC)c1OC (stereo not drawn)
 : -11.0%	-3.8%
Cc1nc2scc(C)n2c(=O)c1S(=O)(=O)Nc1cccc(O)c1
 : 17.7%	39.0%[activator]
COc1ccccc1/C=C1\Oc2cc(OS(C)(=O)=O)ccc2C1=O
 : -14.2%	1.7%
CC(=O)N1C=Cc2ccccc2C1CC(=O)Nc1cccc(S(=O)(=O)N2CCOCC2)c1 (stereo not drawn)
 : 6.4%	-3.0%
Cc1oc2cc(OS(C)(=O)=O)ccc2c(=O)c1-c1ccc(Br)cc1
 : -13.2%	7.9%

# Of the compounds above, 6 have a Cl atom.
# The line under a structure holds: AID inh	UDG counterscr
Cc1cc(NC(=O)c2cc(-c3ccc(Cl)c(Cl)c3)on2)n(-c2ccccc2)n1
 : 15.7%[57.5 µM]	-15.5%[57.5 µM]
Cn1c(SCC(=O)Nc2nc3ccccc3s2)ncc(C(=O)Nc2ccc(Cl)cc2)c1=O
 : 8.8%	0.8%
O=C(CCSCc1ccccc1Cl)N1CCN(c2cccc(Cl)c2)CC1
 : ?	-17.4%
Cn1c(=O)c2c(nc(NCc3ccco3)n2Cc2ccc(Cl)cc2Cl)n(C)c1=O
 : 2.3%	4.6%
CC(C)C(NC(=O)c1cccc(NC(N)=O)c1)c1ccc(Cl)cc1 (stereo not drawn)
 : -8.0%	-8.9%
COCCNC(=O)Cn1c(=O)n(CCCCCC(=O)NCc2ccccc2Cl)c(=O)c2sccc21
 : ?	-20.4%

# Next records
# The line under a structure holds: AID inh	UDG counterscr
Cn1c(=O)c2sccc2n2c(CCCC(=O)N3CCN(c4ccccc4F)CC3)nnc12
 : 2.8%	3.2%
CCOCCSc1nc2c(c(=O)[nH]c(=O)n2C)n1CCCc1ccccc1
 : -6.2%	3.9%
COc1ccccc1-n1c(=O)n(C)c2c(C(N)=O)nc(-c3cc(OC)c(OC)c(OC)c3)nc21
 : -7.2%	8.5%
COc1ccc(CN(C)c2ccc(-c3nc(-c4ccc(OC)c(OC)c4)no3)cc2[N+](=O)[O-])cc1
 : ?	-22.9%
CCOc1ccc(Nc2sc(C(=O)c3cccc(OC)c3)c(N)c2S(=O)(=O)c2ccccc2)cc1
 : -6.9%	2.2%
COc1ccc(N2CCN(C(=O)c3ccc4c(c3)N(Cc3cc(C)ccc3C)C(=O)c3ccccc3S4=O)CC2)cc1 (stereo not drawn)
 : -28.3%	-15.6%
Cc1ccccc1CNC(=O)C1=Cc2ccccc2OC1
 : -17.7%	-1.9%
CCCOc1ccc(-c2nc3ccc4ccccc4c3c3c2CCC3)cc1
 : -5.0%	2.2%
O=C(NCC(c1cccnc1)N1CCN(Cc2ccccc2)CC1)C(=O)Nc1ccc(Cl)cc1 (stereo not drawn)
 : 3.4%	1.5%
CCCN(CCC)CCNC(=O)CN1C(=O)COc2ccc(S(=O)(=O)N3CCOCC3)cc21
 : 7.4%	0.0%

# Remaining list, next part:
# The line under a structure holds: AID inh	UDG counterscr
CCOC(=O)COc1ccc(/C=C2/NC(=O)NC2=O)cc1Br
 : -6.5%	-5.2%
Cc1ccc(C(O)CNC(=O)C2CCC2)cc1 (stereo not drawn)
 : -11.0%	-18.2%
O=C(COc1ccc(Cl)cc1)Nc1ccc2nc(SCC(=O)N3CCOCC3)sc2c1
 : ?	11.2%[57.5 µM]
CCCCCCCCS(=O)(=O)CCCO
 : -9.1%	-16.4%
COc1ccc(Nc2nn3c(=O)c4cc5c(cc4nc3s2)OCO5)c(OC)c1
 : 138.7%[activator]	-1.0%
COC(=O)c1ccc(/C=C/C(=O)C23CC4CC(CC(C4)C2)C3)cc1
 : -7.0%	-1.1%
COc1cccc(NC(=O)CCc2c(C)nc3ncnn3c2C)c1
 : 7.1%	-1.4%
c1ccc(C(Sc2cccc3cccnc23)c2ccccc2)cc1
 : -13.7%	-2.4%
OCCCc1nc2ccc(Br)cc2[nH]1
 : 8.0%	7.9%
Cc1ccc(NC(=O)c2ccc(CN3CC(=O)N4CCCCC4C3=O)cc2)c(C)c1 (stereo not drawn)
 : 4.5%	-1.2%

# (further entries)
# The line under a structure holds: AID inh	UDG counterscr
Cc1ccc2sc(N(Cc3cccnc3)C(=O)C3=COCCO3)nc2c1C
 : ?	0.0%
COc1ccc(-c2noc(CNC(=O)c3ccc(OC)cc3OC)n2)cc1
 : 5.3%	3.9%
CC(C)C(=O)N1N=C(c2cccs2)CC1c1ccc2nccnc2c1 (stereo not drawn)
 : -3.4%	-2.4%
CCOc1cccc2sc(N3CCN(C(=O)c4ccc5c(c4)CCCC5)CC3)nc12
 : ?	-9.2%
COc1cc(-c2nc3ccc(C)cn3c2Nc2ccc(Cl)cc2)ccc1O
 : -7.8%	-26.2%
Cc1ccc(S(=O)(=O)C(CNS(=O)(=O)c2ccc(Cl)cc2)c2cccnc2)cc1 (stereo not drawn)
 : -4.9%	-2.1%
COc1ccc(C(=O)Oc2ccc3c(=O)c(-c4ccccc4)c(C)oc3c2)cc1
 : -9.8%	4.4%
COc1cccc(NC(=O)c2nnn(Cc3nc(-c4ccc(OC)c(OC)c4)oc3C)c2N)c1
 : -17.1%	-9.9%
COc1cccc(CNC(=O)c2[nH]c3cc(C)ccc3c2Sc2ccccc2)c1
 : -0.7%	6.4%
COc1cc(-n2c(=O)c3ccccc3n(Cc3cccc(Cl)c3)c2=O)cc(OC)c1OC
 : -7.3%	-1.9%

# (cont.)
# The line under a structure holds: AID inh	UDG counterscr
Cc1ccc(Cl)cc1N1CCN(Cc2nc3c([nH]2)c(=O)n(C)c(=O)n3C)CC1
 : 2.4%	11.9%
O=C(NCCCN1CCN(c2ccc(F)cc2)CC1)c1ccc2nc(Cc3ccccc3)oc2c1
 : -5.6%	-16.3%
Cc1sc2ncnc(OCC(=O)Nc3ccc(S(=O)(=O)N4CCCC4)cc3)c2c1C
 : -15.8%	4.6%
CN(C)c1ccc(Nc2ncnc3sc4c(c23)CCCC4)cc1
 : ?	-11.0%
COc1ccc(OCCCn2c(C3CC(=O)N(c4ccc(F)cc4)C3)nc3ccccc32)cc1 (stereo not drawn)
 : -25.0%	0.0%
Cc1ccc(-c2csc(=Nc3ccc(F)cc3)n2Cc2ccc3c(c2)OCO3)cc1C
 : 19.8%	?
COc1ccc(CN2CCc3nc(Nc4ccccc4)ncc3C2)c(OC)c1OC
 : ?	-17.3%
Cc1cccn2c(=O)cc(COc3cccc(NC(=O)Nc4cccc(Cl)c4)c3)nc12
 : 5.1%	0.0%
COc1ccc(NC(=O)Cn2cc(C(=O)c3ccc(C)c(C)c3)c(=O)c3cc(OC)ccc32)cc1
 : -6.0%	-18.7%
O=C1CSc2ccc(C(=O)NOCc3ccccc3)cc2N1
 : -2.1%	-7.8%

# Look-ups from above.
# CCN1C(C(=O)c2ccccc2)=C(OC(=O)c2ccc(OC)cc2)c2ccccc2S1(=O)=O in AID inh shows -5.0%
# COCCCn1cnnc1SCC(=O)c1c[nH]c2ccccc12 in AID inh shows 6.1%
# CC(C)C(=O)N1N=C(c2cccs2)CC1c1ccc2nccnc2c1 (stereo not drawn) in UDG counterscr shows -2.4%
# O=C(NCCCN1CCN(c2ccc(F)cc2)CC1)c1ccc2nc(Cc3ccccc3)oc2c1 in AID inh shows -5.6%

# The list goes on:
# The line under a structure holds: AID inh	UDG counterscr
COC(=O)c1sc2cccc(F)c2c1S(=O)(=O)NCc1ccc(F)cc1
 : -17.0%	-16.0%
Cc1csc(CNC(=O)c2nccnc2N)n1
 : 6.7%	-0.1%
O=C(COC(=O)c1cc(=O)c2ccccc2o1)NCc1ccc(Cl)cc1
 : -6.3%	11.0%
Cc1cc(C)cc(S(=O)(=O)Nc2cccc(-c3ccc(N4CCOCC4)nn3)c2)c1
 : -0.5%	?
CCCCC(CC)C(=O)Nc1c(CC)cccc1CC (stereo not drawn)
 : 6.8%	6.2%
c1ccc(-c2nc(NCCN3CCOCC3)c3ccccc3n2)cc1
 : -8.0%	1.1%
Cc1ccccc1CS(=O)CCC(=O)Nc1ccccc1 (stereo not drawn)
 : 0.2%	4.7%
CCNC(=O)CNC(=O)c1cc(Br)ccc1F
 : -5.8%	0.9%
COc1ccccc1N1CCN(C(=O)CN2C(=O)COc3ccc(S(=O)(=O)N4CCOCC4)cc32)CC1
 : 5.2%	11.0%
Cc1c(C(=O)Nc2cccc(F)c2)sc2nc(-c3cc4ccccc4oc3=O)[nH]c(=O)c12
 : 46.0%[activator]	-11.6%
